# Source: PubChem BioAssay (National Center for Advancing Translational Sciences (NCATS))
# KDM5B inhibitor: KDM5B demethylase inhibition | Q9UGL1 | KDM5B demethylase, FDH-coupled NADH fluorescence (FDH is formaldehyde dehydrogenase) | Potency, µM (top dose mostly 57.7 µM), inactives show top-dose activity change, negative = inhibition, most hits filed as inhibitors | hit rate 2.6% among 220,000 | AID 1347165; active = well fitted inhibition curve with a large enough effect; inconclusive = small, poorly fitted or top-dose-only effect; inactive = no such curve, though single readings can be large or run the other way; note: 0% is about no effect; nearly all actives have a fitted effect of over 70% in size
# Target sequence (Q9UGL1 whole entry, looked up): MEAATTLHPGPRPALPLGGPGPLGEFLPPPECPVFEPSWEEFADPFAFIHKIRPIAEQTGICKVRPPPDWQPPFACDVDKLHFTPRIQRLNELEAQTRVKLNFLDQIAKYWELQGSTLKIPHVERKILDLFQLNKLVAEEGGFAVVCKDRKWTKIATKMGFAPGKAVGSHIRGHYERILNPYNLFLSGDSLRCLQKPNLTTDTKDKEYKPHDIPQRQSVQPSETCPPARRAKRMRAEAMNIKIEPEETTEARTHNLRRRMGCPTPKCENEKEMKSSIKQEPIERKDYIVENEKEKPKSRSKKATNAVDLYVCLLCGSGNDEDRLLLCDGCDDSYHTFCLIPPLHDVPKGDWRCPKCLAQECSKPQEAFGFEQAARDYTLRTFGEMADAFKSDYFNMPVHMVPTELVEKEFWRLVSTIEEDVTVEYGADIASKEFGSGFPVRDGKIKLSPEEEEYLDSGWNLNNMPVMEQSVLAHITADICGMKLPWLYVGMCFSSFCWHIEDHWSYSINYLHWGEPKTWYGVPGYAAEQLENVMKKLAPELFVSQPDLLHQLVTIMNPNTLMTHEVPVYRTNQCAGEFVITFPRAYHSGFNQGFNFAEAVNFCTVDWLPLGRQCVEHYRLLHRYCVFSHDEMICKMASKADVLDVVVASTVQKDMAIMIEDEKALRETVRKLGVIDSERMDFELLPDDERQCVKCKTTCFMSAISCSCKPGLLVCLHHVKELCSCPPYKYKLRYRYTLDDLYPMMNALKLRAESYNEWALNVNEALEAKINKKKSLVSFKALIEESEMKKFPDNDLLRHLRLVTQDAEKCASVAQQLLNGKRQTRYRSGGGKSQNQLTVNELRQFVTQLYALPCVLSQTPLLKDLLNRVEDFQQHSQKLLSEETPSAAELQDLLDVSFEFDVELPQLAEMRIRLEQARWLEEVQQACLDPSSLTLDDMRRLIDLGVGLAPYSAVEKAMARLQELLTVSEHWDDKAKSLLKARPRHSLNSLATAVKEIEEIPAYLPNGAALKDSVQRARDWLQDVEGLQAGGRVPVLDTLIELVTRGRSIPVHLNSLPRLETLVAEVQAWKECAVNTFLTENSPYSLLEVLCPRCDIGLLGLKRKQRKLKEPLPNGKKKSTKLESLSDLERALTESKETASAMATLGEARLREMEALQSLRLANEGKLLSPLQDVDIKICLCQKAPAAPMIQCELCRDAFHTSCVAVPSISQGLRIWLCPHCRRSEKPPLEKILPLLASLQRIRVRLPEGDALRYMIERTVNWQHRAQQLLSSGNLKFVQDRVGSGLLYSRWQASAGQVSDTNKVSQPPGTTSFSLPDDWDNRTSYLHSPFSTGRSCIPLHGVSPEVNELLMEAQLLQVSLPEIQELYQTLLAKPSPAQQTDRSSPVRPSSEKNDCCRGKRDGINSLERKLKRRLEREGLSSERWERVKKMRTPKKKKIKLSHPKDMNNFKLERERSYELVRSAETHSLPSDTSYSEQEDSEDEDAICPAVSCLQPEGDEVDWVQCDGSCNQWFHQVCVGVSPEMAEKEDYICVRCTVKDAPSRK
#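 Coupled FDH/NAD⁺ fluorescence readout. KDM5BΔAP 200 nM final; compound titration, 10 min RT preincubation; substrate mix 12.5 µM H3K4me3, 25 µM 2-OG, 50 µM Fe(II), 100 µM ascorbate, 0.25 mM NAD⁺, 0.25 U/mL FDH; ΔRFU over 30 min.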
# * hit, by the source's call; ? = inconclusive; [ ] = remark or other dose. Potency is the fitted concentration of half-maximal effect. Some of the compounds tested, so the mix of outcomes need not match the whole.
SMILES,KDM5B inhibitor
CN(C)Cc1cn([C@H]2CO[C@H]3[C@@H]2OC[C@H]3OC(=O)Nc2ccc(C(C)(C)C)cc2)nn1,21%[86.2 µM]
CCOC(=O)C1CCCN(c2ncnc3c2nnn3C)C1 (stereo not drawn),6%
CCN(CC)C(=O)CSc1nc2cc3c(cc2c(=O)n1CCCCCC(=O)NCCc1ccc(OC)c(OC)c1)OCO3,-62%
CCN(CC(=O)NC1CCS(=O)(=O)C1)S(=O)(=O)c1ccccc1Cl (stereo not drawn),10%
O=C(NCc1ccc2c(c1)OCO2)N1CCN(S(=O)(=O)c2ccccc2F)CC1,-10%
CCc1ccccc1NC(=O)Cn1c(=O)n(CCCCCC(=O)NCc2ccc(C)cc2)c(=O)c2sccc21,?
CCc1ccccc1NC(=O)Nc1c(C)n(C)n(-c2ccccc2)c1=O,-3%
Cc1ccc(-c2noc([C@@H]3C[C@H](NS(=O)(=O)c4ccccc4)CN3C)n2)cc1,-38%[86.2 µM]
Cc1[nH]nc2c1C(c1ccccc1Br)C1=C(COC1=O)N2 (stereo not drawn),?
C=CCn1cc2c3c(cccc31)[C@H](CC(C)C)N[C@H](C(=O)NCCN1CCOCC1)C2,?
N#Cc1ccc(OCC(=O)Nc2ccncc2)cc1,?
c1ccc2c(CSC3=NCCCN3)cccc2c1,2%
CC(=O)Nc1cccc(-c2cc(-c3c(C)noc3C)cc3c2C(=O)N(C)C3)c1,-7%[86.2 µM]
Fc1ccc(Nc2nnc(C(F)(F)F)s2)cc1Cl,-9%
COCCOc1cc(C)c2c(c1C)C[C@H](C(C)C(=O)N1CCSCC1)CC2 (stereo partly drawn),-18%[86.2 µM]
COc1cccc(-c2cc(-c3nc(-c4ccc5nc[nH]c5c4)no3)[nH]n2)c1,-7%
O=[N+]([O-])c1c(Nc2ccccc2)cc(Cl)c2nonc12,?
COc1ccc(C(=O)OCc2ccc(Cl)cc2)c(OC)c1OC,11%
CCCSc1nc2c(c(=O)[nH]c(=O)n2C)n1CCc1ccccc1,5%
CC(=O)c1cc(-c2ccccc2)n(CCC(=O)Nc2ccc(C)cc2C)c1C,?
Cc1noc(C)c1S(=O)(=O)NC1CCCN(C2CCCCCC2)C1 (stereo not drawn),0%
CCCC(=O)N1CCC(C(=O)NCC2(c3ccc(F)cc3)CC2)CC1,-3%
CN1CCN(c2oc(COc3ccc(Cl)cc3Cl)nc2C#N)CC1,12%
CN(C)c1cccc(C(=O)OCc2ccc(C#N)cc2)c1,?
Cc1nc(C)c(C(=O)N2CCC(N3C(=O)C4(CCCCC4)C3c3ccccc3)CC2)s1 (stereo not drawn),7%
COc1ccc(C(=O)CCC(=O)Nc2cccc(C(C)=O)c2)cc1,17%
CCOc1ccc2nc(NC(=O)c3ccccc3)sc2c1,?
CC(C)n1cnnc1-c1nn(C)c2c1CN(C(=O)Cc1c[nH]c3ccccc13)CC2,20µM*
Clc1cc(N2CCCCC2)n2nccc2n1,-2%[86.2 µM]
COC[C@@H]1CN(C(=O)CCc2c(C)n[nH]c2C)C[C@H]1c1ccncc1,6%
CCOc1ccc(-n2c(=O)c3sc4ccccc4c3n(Cc3ccc(F)cc3)c2=O)cc1,-23%
CCCOc1ccc(C(=O)Nc2c(C(=O)c3ccc(C)cc3)oc3ccccc23)cc1,-4%
N#Cc1cccc(C(=O)N2CCCOCCNC(=O)CC2)c1,18%
Cc1nn2c(c1-c1ccccc1C(C)C)N([S+](=O)([O-])c1ccc(C(C)C)cc1)CCC2,-13%[86.2 µM]
C=CCN(C)C(=O)[C@@H](C)C1CC[C@@]2(C)Cc3sc(NC(=O)CN(C)C)nc3[C@@H](C)[C@@H]2[C@H]1O (stereo partly drawn),3%
COc1ccccc1NC(=O)C(=O)NCC(c1cccnc1)N1CCN(c2ccccc2F)CC1 (stereo not drawn),-1%
CCOc1ccc(N(Cc2cc3cccc(C)c3[nH]c2=O)C(=O)C(C)C)cc1,13%
COc1cc(/C=C/C(=O)OC(C)C(=O)c2ccccc2)ccc1OCC#N (stereo not drawn),?
CC(C)(C)c1ccccc1NC(=O)c1ccc(N2CCCCS2(=O)=O)cc1Cl,-10%
Cc1ccc(-c2cc(C(=O)N3CCOCC3C)n[nH]2)s1 (stereo not drawn),18%
COc1cccc(CNC(=O)C2CCN(c3cc(C(F)(F)F)nc(C)n3)CC2)c1,-10%
CSc1nn(CCN(C)C)c2nc3sc4c(c3c(=O)n12)CCCCC4,5%
COc1ccc(-c2nc(CSCC(=O)N3CCN(c4ccc(OC)cc4)CC3)c(C)o2)cc1,5%
O=C(Cc1c[nH]c2ncc(-c3ccccc3F)cc12)N1CCOCC1,?
S=C(Nc1ccccc1)N1CCOCCOCCN(C(=S)Nc2ccccc2)CCOCCOCC1,-5%

# Arranged by heavy-atom count (low to high): part of the list above
SMILES,KDM5B inhibitor
CCN(CC(=O)NC1CCS(=O)(=O)C1)S(=O)(=O)c1ccccc1Cl (stereo not drawn),10%
COc1cccc(-c2cc(-c3nc(-c4ccc5nc[nH]c5c4)no3)[nH]n2)c1,-7%
CC(C)(C)c1ccccc1NC(=O)c1ccc(N2CCCCS2(=O)=O)cc1Cl,-10%
CCOc1ccc(-n2c(=O)c3sc4ccccc4c3n(Cc3ccc(F)cc3)c2=O)cc1,-23%

# 3 compounds out of the list above, arranged by their value in KDM5B inhibitor, falling:
SMILES,KDM5B inhibitor
S=C(Nc1ccccc1)N1CCOCCOCCN(C(=S)Nc2ccccc2)CCOCCOCC1,-5%
COc1cccc(CNC(=O)C2CCN(c3cc(C(F)(F)F)nc(C)n3)CC2)c1,-10%
CCOc1ccc(-n2c(=O)c3sc4ccccc4c3n(Cc3ccc(F)cc3)c2=O)cc1,-23%

# Continuation.
SMILES,KDM5B inhibitor
COc1ccc(/C=C/c2nc3cc(C)ccc3s2)cc1OC,?
Cc1ccc(F)cc1S(=O)(=O)NC(C)CN1CCOCC1 (stereo not drawn),2%
CN1CCN(c2nc3c(c(=O)[nH]2)CCN(Cc2ccc(F)cc2F)CC3)CC1,-5%
COc1ccc2c(c1)Cc1sc(NC(=O)c3ccc(Cl)cc3)nc1-2,?
CCOC(=O)c1ccc(NC(=O)Cn2c(N3CCC(C)CC3)nc(C)cc2=O)cc1,-29%
Cc1cc(C)c2c(=O)cc(C(=O)N(Cc3cccc(Cl)c3)C3CCS(=O)(=O)C3)oc2c1 (stereo not drawn),10%
Cc1nnc2ccc(SCC(=O)Nc3cccc(Cl)c3Cl)nn12,-26%
COCCN1C(=O)c2ccccc2C(C(=O)NCCCc2ccccc2)C12CCCC2 (stereo not drawn),-22%
CN(C)C(=O)CN(C)c1nc(-c2ccsc2)nc2ccccc12,9%
Cc1nc2ccc(C(=O)Nc3ccccc3C(=O)N3CCCCCC3)cc2[nH]1,-9%
Cc1ccc(I)c(C(=O)NC(C)(C)C)c1,-3%
COc1ccnc(N2CCC(CO)(Cc3ccccc3C(F)(F)F)CC2)n1,?
CNC(=O)C1CCCN(c2nnc(C)c3c(C)n(-c4ccccc4)nc23)C1 (stereo not drawn),?
CC1=NOC2(CCN(C(=O)c3ccccn3)C2)C1 (stereo not drawn),2%[86.2 µM]
CC(=O)N1CC2(CCN(CCS(C)(=O)=O)CC2)CC1C(=O)O (stereo not drawn),-17%

# 5 entries drawn at random from those above, as already listed:
SMILES,KDM5B inhibitor
CN(C)C(=O)CN(C)c1nc(-c2ccsc2)nc2ccccc12,9%
COc1ccc(/C=C/c2nc3cc(C)ccc3s2)cc1OC,?
Cc1cc(C)c2c(=O)cc(C(=O)N(Cc3cccc(Cl)c3)C3CCS(=O)(=O)C3)oc2c1 (stereo not drawn),10%
CNC(=O)C1CCCN(c2nnc(C)c3c(C)n(-c4ccccc4)nc23)C1 (stereo not drawn),?
Cc1nc2ccc(C(=O)Nc3ccccc3C(=O)N3CCCCCC3)cc2[nH]1,-9%

# Continued:
SMILES,KDM5B inhibitor
CC(Oc1ccc2ccccc2c1)C(=O)N1CCCOCC1 (stereo not drawn),6%
Cc1ccc(-c2noc(Cn3nc(C)c(S(=O)(=O)N4CCc5ccccc54)c3C)n2)cc1,-20%
CCC(CC)NC(=O)C1(CCO)CC12CCOCC2 (stereo not drawn),23%
O=C(NCc1ccccc1)NC1CCN(C(=O)N2CC3CC(C2)[C@H]2CCCC(=O)N2C3)CC1 (stereo partly drawn),-5%
Cc1ccc(NC(=O)c2cc(S(=O)(=O)NCCC3=CCCCC3)ccc2F)cc1F,-13%
CCc1cccc2c(C(=O)CN3CCN(CC(=O)NC4CC4)CC3)c[nH]c12,-4%
O=C(Cc1ccc(F)cc1)N1CCC2(CC1)Cc1ccccc1NC2=O,-2%
O=C(C1CCCC1)N1CCC(c2nc(C3CCOCC3)no2)C1 (stereo not drawn),-18%
CCN(CC(=O)NC(C)(C)C)C(=O)NCc1cccc(C(F)(F)F)c1,-6%
COc1cc(C)ccc1OCc1cccc(C(N)=O)c1,-18%
O=C1OC(C(=O)Nc2cccc3cccnc23)Cc2ccccc21 (stereo not drawn),-8%
O=C(CSc1n[nH]c(-c2ccncc2)n1)Nc1ccccc1C(F)(F)F,7%
COc1ccc(CNC(=O)COc2ccc(NC(=O)C3CC3)cn2)cc1,24%
Cc1cc(CSc2ncccc2C(=O)Nc2ccnn2Cc2cccnc2)no1,-4%
COc1ccc(-c2c(NC(=O)c3cccc([N+](=O)[O-])c3)oc3ccccc3c2=O)cc1OC,7%
CN(CC(=O)NC(=O)NCc1ccccc1)Cc1ccsc1,-8%
CN(C)C(=O)c1cccc(NC(=O)c2ccc(-c3ccccc3)cc2)c1,23%
COc1ccc(CN2C[C@H]3CN(C(=O)C4CCOCC4)CCN3C2=O)cc1,-10%[86.2 µM]
CCCNC(=O)Cc1c[nH]c2ccccc12,2%
Cc1ccc(CNC(=O)Nc2cc(C(=O)NCc3cccc(F)c3)ccc2N2CCCC2)cc1,?
Cn1cnc(S(=O)(=O)N2CCCN(C(=O)C3CC3)C(c3ccccc3)CC(=O)NCC2)c1 (stereo not drawn),-21%
COc1ccccc1Nc1ncc2c(n1)CN(C(=O)c1ccc(Cl)cc1)CCN2,-30%[86.2 µM]
Cc1cnc(NC(=O)Nc2ccccc2)c(C)n1,?
COc1cc(C(=O)N/N=C/c2coc3ccccc3c2=O)cc(OC)c1OC,?
O=C(CCC(=O)c1cccs1)NCc1ccc(OCc2cccnc2)cc1,12%
CCOc1ccc(C(=O)NC2CCN(c3cnn(CC)c(=O)c3)CC2)cc1,15%
CCNC(=O)CSc1nc(-c2ccccc2)c(-c2ccccc2)o1,-4%
Cc1ccccc1CNC[C@H]1Cn2ccnc2CO1,11%[115 µM]
COc1cccc(OCC(=O)NC2CC(=O)N(c3cccc(OC)c3)C2)c1 (stereo not drawn),-16%
Cc1cccc(C)c1-c1nc(C(=O)NCc2cccnc2)n2ccccc12,25µM*
COCCN1C(=O)c2cccn2CC1CNC(=O)NCc1ccc(C)cc1 (stereo not drawn),10%
CC(=O)N1CCc2cc(S(=O)(=O)NC(CC(C)C)C(=O)NCCc3cccc(C)c3)ccc21 (stereo not drawn),-5%
COC(=O)c1c(C)[nH]c(C(=O)C(C)OC(=O)c2cccc(Cl)c2Cl)c1C (stereo not drawn),2%
Cc1nc(-n2nc(C)c(Cc3ccccc3Cl)c2C)sc1C(=O)N1CCCCC1C (stereo not drawn),-10%
CC(Cc1ccccc1)NC(=S)CN1CCCC1=S (stereo not drawn),32%
CCn1ncc(C(=O)N[C@@H]2CN(c3ccncn3)C[C@H]2CN(C)C)c1C,-20%
CCOc1ccc(NC(=O)c2ccc3ccccc3n2)cc1OCC,-3%
COc1cccc(NC(=O)CN2C(=O)NC(c3ccccc3Cl)C3=C2COC3=O)c1 (stereo not drawn),-17%
CC1=C(Cc2cc3ccc(=O)oc3cc2O)CC(C)(C)CC1,?
CCN(CCCNC(=O)c1cc2cc3cc(OC)ccc3nc2s1)c1cccc(C)c1,-28%
CCN(Cc1nc2cc(Cl)ccc2c(=O)[nH]1)C(=O)c1cc(Cl)c2c(c1)OCO2,-18%
COc1cc(-c2noc(-c3ccc(N4CCN(C)CC4)c([N+](=O)[O-])c3)n2)cc(OC)c1OC,-3%
CCC(CC)c1nn2cc(-c3ccccc3)nc2s1,?
Cc1cc(C)c(C)c(S(=O)(=O)NCc2ccc(C(=O)N3CCOCC3)cc2)c1C,25%
CC(C)CC(=O)N1CCCCCNC(=O)[C@H]2C[C@H](C(=O)N3CCc4ccccc4C3)C[C@H]21,?

# Printed as active in KDM5B inhibitor (from the list above):
SMILES,KDM5B inhibitor
CC(C)n1cnnc1-c1nn(C)c2c1CN(C(=O)Cc1c[nH]c3ccccc13)CC2,20µM*
Cc1cccc(C)c1-c1nc(C(=O)NCc2cccnc2)n2ccccc12,25µM*

# Carrying on:
SMILES,KDM5B inhibitor
CNS(=O)(=O)c1cc(-c2n[nH]c(=O)c3ccccc23)ccc1C,19%
Cc1cccc(N2CCN(c3ncnc4c3c(-c3ccccc3)cn4-c3ccccc3)CC2C)c1 (stereo not drawn),-12%
CCOC(=O)C(CCCCCC(NC(C)=O)(C(=O)OCC)C(=O)OCC)(NC(C)=O)C(=O)OCC,-12%
Cc1ccccc1NC(=O)Cn1c(-c2cccc(Cl)c2)nc(C)c(CCO)c1=O,-9%
CCOc1ccccc1CNC(=O)c1ccc(NC(=O)N2CCSc3ncccc32)cc1,?
COc1nc2nc(CC3CC3)n(C)c2cc1-c1ccncc1,?
COC(=O)c1ccccc1NC(=O)C(Cc1ccccc1)N1Cc2ccccc2C1=O (stereo not drawn),?
O=C1NC2(CCN(Cc3ccc(F)cc3)CC2)COc2ccccc21,-26%[86.2 µM]
CS(=O)(=O)N1CCCc2cc(C(=O)CSc3ccc(F)c(F)c3)ccc21,-12%
